MITF TRPM1 inh: inhibitors of MITF-driven TRPM1 promoter in melanoma cells. SK-MEL-5 TRPM1 promoter luciferase, 24 h. inhibition, % at 12.5 µM. hit rate 0.83% among 330,000. AID 488899;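 active = mean inhibition across replicates of 60% or more, whatever share of single replicates reaches that level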; note: values of inactives mirror those of a sister screen read the other way
NR2E3 ag-1: activates human photoreceptor nuclear receptor NR2E3; GST-NR2E3/biotin-RetCOR TR-FRET, 1536-well; inhibition of corepressor binding, % at 4.78 µM; AID 2300; Q9Y5X4; hit rate 0.12% among 320,000;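 active = percent inhibition above the cutoff of mean plus 3 SD of all tested compounds, set per screening campaign, cut at about 20% in these data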;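 note: 0% = DMSO wells and 100% = biotin wells as full block of FRET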
Target sequence (Q9Y5X4 whole entry, looked up): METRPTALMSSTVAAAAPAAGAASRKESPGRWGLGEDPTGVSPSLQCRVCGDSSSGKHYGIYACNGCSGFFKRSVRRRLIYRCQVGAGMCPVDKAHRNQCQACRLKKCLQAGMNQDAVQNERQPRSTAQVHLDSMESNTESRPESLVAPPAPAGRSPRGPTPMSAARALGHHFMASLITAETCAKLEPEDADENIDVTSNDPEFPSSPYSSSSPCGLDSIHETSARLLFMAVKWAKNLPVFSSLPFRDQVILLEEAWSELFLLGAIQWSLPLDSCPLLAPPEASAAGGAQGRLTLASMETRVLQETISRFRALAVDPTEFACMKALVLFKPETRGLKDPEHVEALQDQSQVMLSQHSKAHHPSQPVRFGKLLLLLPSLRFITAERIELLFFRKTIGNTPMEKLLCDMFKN
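Material – GST-tagged NR2E3 plus biotinylated RetCOR corepressor · Quantity – NR2E3 fusion 1.35 nM · Times – 5 h incubation at 4 °C · Medium – pH 7.5 Tris-based buffer · Technique – TR-FRET, Eu(K)-anti-GST donor, streptavidin-D2 acceptor, ex 340, em 617/671 nm · Benchmarks – high control biotin, low control 0.6% DMSO · Format – 1536-well plates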
KKLEB tox: CF airway cell cytotoxicity counter-screen | hit rate 0.36% among 360,000 | activity change (cytotoxicity), % at 5 µM | KKLEB CF airway cells viability, ATPlite luminescence, overnight; active compounds read low; cells stimulated with P. aeruginosa culture filtrate | AID 602141;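 active = corrected activity change at or below -50% at 5 µM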
HIF-2a block: inhibitors of HIF-2a; hit rate 0.72% among 360,000; inhibition, % at 18.8 µM; 786-0 RCC cells HIF-2a reporter, luciferase luminescence, overnight;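 active = inhibition of the luminescence signal of 40% or more relative to plate controls, in a single-dose primary screen at 18.75 µM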
TROY NFkB inh: TROY signaling inhibition; AID 1347056; Q293 LMP1-TROYcd NF-kB luciferase reporter, 4 h; hit rate 0.98% among 360,000; inhibition, % at 10 µM;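 active = compounds whose plate-normalised and pattern-corrected inhibition of the luciferase reporter signal at the single screening dose is 50% or more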
Shn3 3UTR inh: Schnurri-3 reporter inhibition in Clone20 osteoblasts. AID 588674. Clone20 osteoblast Shn3 3'UTR firefly luciferase, 24 h. inhibition, % at 12.5 µM. hit rate 0.52% among 360,000;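 active = mean inhibition of at least 75% with every replicate also reaching 75%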;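 note: 0% = median of neutral control wells and 100% = pilot-screen positive control compound; some compounds past the cut are filed as inactive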
CF NFkB inh: inhibitors of cystic fibrosis induced NF-kB | inhibition, % at 5 µM | hit rate 0.86% among 360,000 | KKLEB NF-kB-GFP reporter, PAF-induced, GFP fluorescence overnight;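 active = at least 50% inhibition at 5 µM, scaled per plate between neutral and stimulator controls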;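 note: PAF is a Pseudomonas aeruginosa culture filtrate used as stimulus; plate controls were PAF-stimulated DMSO wells for no effect and unstimulated DMSO wells for full effect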
TWEAK-Fn14 inh: TWEAK-Fn14 signaling inhibition | TWEAK-stimulated Fn14 reporter cells, luciferase luminescence, 8 h | inhibition, % at 10 µM | hit rate 2% among 360,000 | AID 1159606; in the data active = inhibition above about 50%
Peg3 promoter: inhibitors of Peg3 promoter; inhibition, % at 20 µM; AID 588405; hit rate 1.7% among 360,000; HeLa PEG-Prom luciferase reporter, luminescence, overnight;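 active = inhibition of at least 50% at 20 µM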
C8 TRAIL sens: sensitizes caspase-8 expressing cells to TRAIL. NB7+C8 cells + TRAIL, ATPlite viability luminescence. AID 624354. inhibition (viability loss, TRAIL sensitization), % at 10 µM. hit rate 1% among 360,000;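 active = compounds causing at least 50% loss of cell viability in the single-dose screen, relative to plate controls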
NR2E3 ag-2: agonists of human NR2E3 nuclear receptor; Q9Y5X4; CHO-S Gal4-NCOR/VP16-NR2E3 two-hybrid, luciferase; inhibition of corepressor binding, % at 3.98 µM; hit rate 0.35% among 360,000; AID 602229;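 active = inhibition above the mean of all tested compounds plus 3 SD, cut at about 70% in these data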;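 note: 0% = DMSO with NR2E3 transfected cells and 100% = cells lacking NR2E3 construct; higher means lower luciferase signal from less NR2E3 corepressor binding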
Starred values were filed as active, the others as inactive; . = not tested or not shown. Only part of the results is shown (hit frequency here may not be typical).

Second line of a record – MITF TRPM1 inh	NR2E3 ag-1	KKLEB tox	HIF-2a block	TROY NFkB inh	Shn3 3UTR inh	CF NFkB inh	TWEAK-Fn14 inh	Peg3 promoter	C8 TRAIL sens	NR2E3 ag-2
1) O=c1ccc2c(O)c3ccoc3cc2o1
 : 7.0	.	-3.8	5.4	9.1	-2.1	-16.2	-4.2	-4.6	6.2	-11.2
2) Fc1ccc(NC(=S)N2Cc3ccccc3-n3nncc3C2)cc1
 : .	.	-5.6	-17.0	1.0	47.1	-13.9	-14.0	-5.2	8.7	-3.5
3) COC(=O)C1=C(c2ccccc2)C[C@@H]2CC[C@H]1N2C(=O)NCc1ccc(F)cc1
 : -6.2	-0.8	-12.6	-1.4	-7.4	-1.8	-1.3	8.1	10.7	7.5	-14.5
4) COc1cccc(C(c2nnnn2-c2ccc3c(c2)OCCO3)N2CCC(n3c(=O)[nH]c4ccccc43)CC2)c1OC (configuration not stated)
 : .	.	-90.5*	-44.9	33.3	86.7*	85.3*	32.7	49.1	-20.7	53.1
5) O=C1NC(=O)C(C(CC(=O)c2ccccc2)c2ccccc2)C(=O)N1 (configuration not stated)
 : -4.8	1.1	-0.9	12.8	-9.0	-9.2	-20.9	-11.4	8.6	-12.9	-7.4
6) ClCCN(CCCl)c1ccc(C2=NCCc3ccccc32)cc1
 : 7.6	.	4.0	-14.0	10.7	12.7	8.4	-4.0	21.3	12.7	24.3
7) C=C1C(=O)OC2CC3(C)OC3C3OC3C3=CC(OC3=O)C12 (configuration not stated)
 : .	.	-34.4	61.3*	-2.7	94.2*	88.1*	23.6	96.3*	15.5	44.1
8) COc1cc2c(cc1OC)C(C)NCC2 (configuration not stated)
 : -8.3	0.5	1.6	13.3	2.0	-1.9	-4.5	-21.1	8.8	7.6	18.0
9) Cc1ccc(N2C(=O)NC(=O)/C(=C\c3ccoc3)C2=O)cc1
 : 9.1	7.3	10.6	24.5	-2.9	4.5	-14.0	3.0	9.5	2.1	10.4
10) Cc1ccc(-c2cc(-c3ccc(C)cc3)[n+](C)o2)cc1
 : 63.5*	-8.3	-0.2	-6.5	-7.8	82.5	4.9	19.2	2.6	38.6	-16.2

Molecules listed so far containing a halogen (three):
Second line of a record – MITF TRPM1 inh	NR2E3 ag-1	KKLEB tox	HIF-2a block	TROY NFkB inh	Shn3 3UTR inh	CF NFkB inh	TWEAK-Fn14 inh	Peg3 promoter	C8 TRAIL sens	NR2E3 ag-2
2) Fc1ccc(NC(=S)N2Cc3ccccc3-n3nncc3C2)cc1
 : .	.	-5.6	-17.0	1.0	47.1	-13.9	-14.0	-5.2	8.7	-3.5
3) COC(=O)C1=C(c2ccccc2)C[C@@H]2CC[C@H]1N2C(=O)NCc1ccc(F)cc1
 : -6.2	-0.8	-12.6	-1.4	-7.4	-1.8	-1.3	8.1	10.7	7.5	-14.5
6) ClCCN(CCCl)c1ccc(C2=NCCc3ccccc32)cc1
 : 7.6	.	4.0	-14.0	10.7	12.7	8.4	-4.0	21.3	12.7	24.3

Going on with the list.
entry | smiles | MITF TRPM1 inh | NR2E3 ag-1 | KKLEB tox | HIF-2a block | TROY NFkB inh | Shn3 3UTR inh | CF NFkB inh | TWEAK-Fn14 inh | Peg3 promoter | C8 TRAIL sens | NR2E3 ag-2
11 | C[C@]1(O)CCC2C3CC[C@@H]4CC(=O)CC[C@]4(C)C3CC[C@@]21C (some centres not stated) | -6.2 | . | 9.5 | 15.7 | -4.0 | 5.0 | -18.5 | 2.9 | 9.8 | -8.5 | 14.4
12 | CC(=O)NC1C(OC(=O)Cc2ccccc2)OC(COC(C)=O)C(OC(C)=O)C1OC(C)=O (configuration not stated) | -0.6 | 5.3 | 1.5 | 16.7 | -0.4 | 6.8 | 9.8 | 8.2 | -2.1 | 2.3 | -13.8
13 | Cc1cc(/C=C2\C(=O)NC(=O)N(Cc3ccccc3Cl)C2=O)c(C)n1-c1ccc(C(=O)O)cc1 | 3.0 | 3.9 | 16.2 | 12.5 | -3.4 | 5.4 | -10.1 | 0.9 | 3.5 | -11.7 | -18.7
14 | C/C(=N\NC(=O)c1ccccc1)c1c(O)n(Cc2ccccc2)c(=O)[nH]c1=O | . | -1.3 | -6.3 | 11.8 | -43.2 | 8.2 | 9.7 | 14.7 | 7.5 | -16.2 | -36.0
15 | CCC(=Nc1cccc(C(F)(F)F)c1)c1c(O)n(C)c(=O)n(C)c1=O | -6.2 | -1.5 | 3.5 | 8.1 | -14.6 | 4.6 | -9.4 | 9.8 | 6.9 | 7.2 | -30.5
16 | CNS(=O)(=O)c1ccc(N=Cc2c(O)n(-c3ccc(C)cc3)c(=O)[nH]c2=O)cc1 | 8.5 | 4.8 | -3.5 | 9.9 | 2.7 | 8.2 | 1.7 | -8.2 | -8.6 | -14.4 | -4.6
17 | CNC(=O)Oc1ccc2ncccc2c1 | 5.1 | 3.8 | 2.2 | 27.6 | 5.0 | -18.4 | 2.8 | 18.8 | 2.7 | -3.0 | -13.6
18 | CN1C2CCC1CC(OC(=O)CCN1CCCC1)C2 (configuration not stated) | 3.3 | 2.9 | -6.2 | -22.1 | 6.8 | -0.8 | -1.0 | -10.6 | 8.7 | -12.2 | 26.6

entry | smiles | MITF TRPM1 inh | NR2E3 ag-1 | KKLEB tox | HIF-2a block | TROY NFkB inh | Shn3 3UTR inh | CF NFkB inh | TWEAK-Fn14 inh | Peg3 promoter | C8 TRAIL sens | NR2E3 ag-2
19 | CN1CCN(c2nc(Cl)ncc2F)CC1 | 1.0 | 0.0 | 15.0 | 14.0 | -11.7 | 14.0 | -17.2 | -0.7 | -11.0 | 12.6 | -14.4
20 | Cc1cccc(NC(=O)N2CCCC2)c1 | -0.6 | 0.3 | 3.4 | -2.4 | -3.6 | 3.7 | -10.2 | -9.7 | -4.9 | 0.4 | -12.8
21 | CNC(C)Cc1ccccc1Sc1ccc(O)cc1 (configuration not stated) | -11.1 | -0.1 | -2.0 | 50.1* | 18.4 | 13.9 | -1.2 | -6.2 | 8.9 | 9.0 | 21.3
22 | CCOC(=O)C1CCCN(c2ccc([N+](=O)[O-])c3nonc23)C1 (configuration not stated) | -8.6 | . | 5.0 | 7.0 | 20.0 | -23.9 | -38.9 | 1.7 | 16.6 | -0.6 | 8.4

Random excerpt: 3 entries already listed.
entry | smiles | MITF TRPM1 inh | NR2E3 ag-1 | KKLEB tox | HIF-2a block | TROY NFkB inh | Shn3 3UTR inh | CF NFkB inh | TWEAK-Fn14 inh | Peg3 promoter | C8 TRAIL sens | NR2E3 ag-2
22 | CCOC(=O)C1CCCN(c2ccc([N+](=O)[O-])c3nonc23)C1 (configuration not stated) | -8.6 | . | 5.0 | 7.0 | 20.0 | -23.9 | -38.9 | 1.7 | 16.6 | -0.6 | 8.4
20 | Cc1cccc(NC(=O)N2CCCC2)c1 | -0.6 | 0.3 | 3.4 | -2.4 | -3.6 | 3.7 | -10.2 | -9.7 | -4.9 | 0.4 | -12.8
21 | CNC(C)Cc1ccccc1Sc1ccc(O)cc1 (configuration not stated) | -11.1 | -0.1 | -2.0 | 50.1* | 18.4 | 13.9 | -1.2 | -6.2 | 8.9 | 9.0 | 21.3

Screening results deposited in PubChem BioAssay by several laboratories.
